# DT40 TDP1 no CPT – qHTS for Inhibitors of human tyrosyl-DNA phosphodiesterase 1 (TDP1): qHTS in cells in absence of CPT. DT40 Tdp1-/- hTDP1 cells, no CPT, ATP luminescence, 48 h. Potency, µM (titrated, usually from 46.2 µM), for the others: at the highest dose activity change, negative = growth inhibition, hits mostly inhibitors. 15% of 420,000 active; also: nearly all actives have a fitted effect of over 55% in size
#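 Stably hTDP1-transfected Tdp1-null chicken DT40 cells were treated with library compounds minus camptothecin and grown for at least 48 hr at 37 °C, after which cellular ATP was quantified by luminescence.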
# TDP1 block – inhibitors of human tyrosyl-DNA phosphodiesterase TDP1 | Q9NUW8 | recombinant TDP1, AlphaScreen DNA substrate cleavage | Potency, µM (doses to about 130 µM), for the others: at the top dose activity change, negative = inhibition, actives largely listed as inhibitors | 0.28% of 350,000 active; also: nearly all actives have a fitted effect of over 40% in size
# Target sequence (Q9NUW8 whole entry, looked up): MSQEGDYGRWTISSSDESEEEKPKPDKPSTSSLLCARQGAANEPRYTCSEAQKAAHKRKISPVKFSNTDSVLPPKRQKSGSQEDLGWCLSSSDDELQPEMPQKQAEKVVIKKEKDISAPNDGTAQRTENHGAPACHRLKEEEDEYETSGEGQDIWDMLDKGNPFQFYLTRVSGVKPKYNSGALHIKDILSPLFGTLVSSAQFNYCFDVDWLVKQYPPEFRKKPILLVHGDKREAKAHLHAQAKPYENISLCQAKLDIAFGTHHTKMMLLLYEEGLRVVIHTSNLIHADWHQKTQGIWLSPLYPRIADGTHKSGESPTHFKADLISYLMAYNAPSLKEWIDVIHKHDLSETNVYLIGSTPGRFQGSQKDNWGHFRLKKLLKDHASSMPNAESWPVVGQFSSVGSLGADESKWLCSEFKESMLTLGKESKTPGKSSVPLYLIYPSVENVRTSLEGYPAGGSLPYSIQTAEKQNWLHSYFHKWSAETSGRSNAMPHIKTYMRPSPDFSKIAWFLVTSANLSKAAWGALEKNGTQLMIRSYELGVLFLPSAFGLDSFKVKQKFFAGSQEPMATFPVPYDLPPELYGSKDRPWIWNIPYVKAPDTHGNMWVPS
#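 Compounds were preincubated with Tdp1 (1 nM final) for 15 min at room temperature before substrate (15 nM final) started a 5 min reaction; beads (10 ug/ml final) were then added for 10 min before AlphaScreen detection.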
# DT40 TDP1 CPT – DT40-hTDP1 cell growth loss with CPT. 12% of 420,000 active. AID 686979. chicken DT40 Tdp1-/-;hTDP1 cells + 20 nM CPT, ATP luminescence, 48 h. Potency, µM (doses to about 46.2 µM), for the others: at the top dose activity change, negative = growth inhibition, actives largely listed as inhibitors; also: nearly all actives have a fitted effect of over 55% in size
#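 Cell growth measured by CellTiter-Glo luminescence after a minimum 48 h, 37 C compound exposure with 20 nM CPT in Tdp1-knockout DT40 cells stably expressing hTDP1, seeded 400/well; qHTS titration format.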
# The depositor's hits bear a star; ? = inconclusive; . = not tested or not shown; & = joins results of further samples; [ ] = remark or other dose. Calls follow the shape of the dose curve; as a rule, active = well fitted curve in the direction sought with a large enough effect; inconclusive = small, poorly fitted or top-dose-only effect, or another doubt; inactive = no such curve, though single readings can be large; an effect the other way counts as inactive or inconclusive. % is scaled to controls: 0 for no effect and ±100 for the full control effect; potency is read from the fitted curve at half-maximal effect.
smiles | DT40 TDP1 no CPT | TDP1 block | DT40 TDP1 CPT
COc1ccc(C(=O)N2CCN(c3cnn(-c4ccccc4)c(=O)c3Cl)CC2)cc1 | ? | 0% | -20%
O=C(OCc1ccccc1)N1CCC2CC1c1cc(-c3ccc(F)cc3)ccc12 (stereo not given) | ? | . | ?
Cc1ccc(-n2c(C)cc(/C=C(\C#N)C(=O)Nc3ccc(C)c(C)c3)c2C)cc1 | ? | 1% | -28%
CC(=O)Nc1ccc(N/C=C/C(=O)c2ccc(Cl)cc2)cc1 | 7% | 32µM* | 5%
Cc1c(C(=O)NCc2ccc3c(c2)OCO3)cnn1-c1ncc2c(n1)-c1ccccc1CC2 | -17% | . | -2%[9.04 µM]
CCCCNc1nc2ccccc2n1CC(=O)Nc1c(C)cccc1CC | ? | 1% | -14%
CCCCNC(=S)NNC(=O)c1c(Cl)c(C)nn1C | 16µM* | 5% | 23µM*
C/C(=N\NC(=O)CC1N=C(Cc2ccccc2)NNC1=O)c1ccc(Br)cc1 (stereo not given) | ? | -11% | ?
CCCCNC(=O)C1CCC(Cn2c(=O)c3sccc3n(Cc3ccccc3)c2=O)CC1 (stereo not given) | 4% | -2% | 0%
C/C(=N\N=C\c1cccc(F)c1)c1nnn(-c2nonc2N)c1C | -18% | -3% | -20%
C=CCn1c(O)c(N=NC(=O)OC(C)(C)C)c2ccccc21 | -22% | 1% | -5%
CCCCOC(=O)n1c(SCC(=O)N(C)C)nc2ccccc21 | -23% | 6% | -18%
COc1ccc(C2CC(=O)c3cnc4c(-c5ccccc5)c(C)nn4c3C2)cc1OC (stereo not given) | ? | 3% | ?
O=C(CCNC(=O)c1ccccc1Cl)NCCc1ccc(C(F)(F)F)cc1 | -11% | . | -7%
c1ccc(Nc2c3c(nc4ncnn24)CCC3)cc1 | -1% | 3% | -29%
COC(=O)/C(=C/N(C)C)C(=O)N1CCN(c2ccc(Cl)c(Cl)c2)CC1 | ? | 2% | ?
O=C(NCCN1CCOCC1)c1ccc([N+](=O)[O-])cc1[N+](=O)[O-] | 2% | 3% | -4%
COCCOC(=O)c1c(C)oc2ccc(NS(=O)(=O)c3ccccc3)cc12 | -23% | 2% | -3%
CCOC(=O)C1CCCN(C(=O)c2ccc(OC)cc2)CC1 (stereo not given) | 0% | . | -20%
COc1ccc(Cl)cc1C(=O)Nc1ccc2c(c1)OCO2 | ? | 5% | -10%
C[C@H](CO)N1C[C@H](C)[C@@H](CN(C)C(=O)C2CCOCC2)Oc2ncc(Br)cc2C1=O | -2% | . | 12%
CN1CCN(C(=O)C2CCCN(c3ncnc4c3nc3n4CCCCC3)C2)CC1 (stereo not given) | 17% | 2% | -10%
CCCCCCOC(=O)C1=C(C)NC(=O)NC1c1ccc(O)cc1 (stereo not given) | ? | 8% | ?
Cc1cccc(C)c1-n1ncc(C(=O)N2CCN(c3ccccn3)CC2)c1C1CCN(C(=O)OC(C)(C)C)CC1 | 18µM* | 3% | ?
COc1ccc(Nc2ncc(C(=O)N3CCC(C(N)=O)CC3)c3ccccc23)cc1 | -1% | -1% | 0%
CCOC(=O)/C(C#N)=C/c1cn(CCC(=O)O)nc1-c1cccc(Cl)c1 | 5% | 3% | -1%
COC(=O)c1ccc(/C=N\N2CCN(c3ccccc3)CC2)cc1 | -7% | . | 3%
CCC1CCCCN1c1nc(-c2cccc(OC)c2O)nc2ccccc12 (stereo not given) | ? | 6% | ?
COc1ccc(CCC(=O)Nc2cccc(S(=O)(=O)N3CCOCC3)c2)cc1OC | ? | -3% | 15µM*
COc1cccc(CN2CCC2(C)C(=O)Nc2cccc(Oc3ccccc3)c2)c1F (stereo not given) | 7.3µM* | . | 10µM*
Cc1ccc2c(Cl)cc(Cl)c(OCC(=O)NC(=O)NCc3ccco3)c2n1 | ? | 2% | ?
Cc1cccc(NC(=O)COc2ccc(Br)cc2/C=N/O)c1 | -30% | 2% | -28%
Cn1ncc2c(N3CCN(c4ccc(Cl)c(Cl)c4)CC3)ncnc21 | 7.3µM* | 8% | 10µM*
CCOCCCn1cnc2c(c1=O)c1nc3ccccc3nc1n2-c1ccccc1 | -20% | 0% | ?
O=C(O)c1cc(-c2ccccc2)n(-c2ccccc2C(=O)O)n1 | 13% | 5% | 1%
CCn1c(N)c(C(=O)NC2CCCCC2)sc1=S | ? | 3% | -11%
O=C(Nc1ccc(CN2CCOCC2)cc1)c1cc(Cl)ccc1Cl | 0% | . | -6%
O=C(/C=C/c1ccco1)OCc1nnc(-c2ccc(Cl)cc2)o1 | -9% | . | 7%
Cc1ccc(C2=NN(C(=S)Nc3ccccc3)C(c3ccco3)C2)cc1 (stereo not given) | ? | 8% | ?
O=C(CCN1C(=O)C2C3C=CC(C3)C2C1=O)Nc1ccccc1 (stereo not given) | 2% | 2% | -1%
Cc1ccc(/C=C/c2nnc(-c3ccc(C)cc3)o2)cc1 | -11% | 6% | -14%
COc1ccccc1CN1C(=O)c2ccncc2C1=O | 13% | 1% | 3%
CCCCC1Cc2[nH]c(=S)[nH]c(=O)c2C(c2ccc(Cl)cc2)O1 (stereo not given) | ? | . | ?
Cc1nn(Cc2c(F)c(F)c(F)c(F)c2F)c(C)c1NC(=O)c1nn(C)cc1[N+](=O)[O-] | -17% | 3% | ?
COc1ccc(/C=N/Nc2nnc(Cc3ccc(OC)c(OC)c3)c(=O)[nH]2)cc1 | 16µM* | 5% | 26µM*
CC1CCc2c(sc3nnn(Cc4ccccc4Cl)c(=O)c23)C1 (stereo not given) | 21µM* | 0% | ?
COC(=O)[C@H](Cc1ccccc1)NC(=O)NCCc1ccc(F)cc1 | -25% | . | -1%
COc1ccc(NC(=S)Nc2ccc(OC)cc2OC)c(OC)c1 | ? | 8% | -22%
COc1ccccc1C=C1CCc2ccccc2C1=O | ? | . | ?
CCCN(C(=O)c1c(C)oc2ncnc(N3CCOCC3)c12)c1ccc(Cl)c(Cl)c1 | 0% | -6% | -1%

# Whole records, looked up by structure. Order of values: DT40 TDP1 no CPT, TDP1 block, DT40 TDP1 CPT
# COc1ccccc1CN1C(=O)c2ccncc2C1=O across the screens: 13%, 1%, 3%
# COc1ccc(/C=N/Nc2nnc(Cc3ccc(OC)c(OC)c3)c(=O)[nH]2)cc1 across the screens: 16µM*, 5%, 26µM*
# CC1CCc2c(sc3nnn(Cc4ccccc4Cl)c(=O)c23)C1 (stereo not given) across the screens: 21µM*, 0%, ?

# The results go on:
smiles | DT40 TDP1 no CPT | TDP1 block | DT40 TDP1 CPT
O=c1[nH]c(COc2ccc(Br)cc2Cl)nc2ccccc12 | ? | 6% | 21µM*
CC(=O)c1cnc(Nc2cccc(Cl)c2Cl)s1 | 9% | -3% | -1%
Cc1ccc(S(=O)(=O)N(CC(=O)NCc2ccco2)c2ccccc2C)cc1 | -25% | . | -8%
CC(C)NC(=O)C1CCN(Cc2cccc(Oc3ccccc3)c2)CC1 | -7% | . | -20%
CCn1c(SCC(=O)NCc2ccccc2)nnc1-c1c[nH]c2ccccc12 | -12% | 7% | ?
COc1ccccc1N(C(C)=O)C1=C(Cl)C(=O)c2ccccc2C1=O | 0.73µM* | . | 0.52µM*
CC1CCCC(NC(=O)COC(=O)CCc2ccccc2)C1C (stereo not given) | 3% | 4% | -8%
Cc1cc(C(=O)Nc2sc3c(c2C#N)CCCC3)no1 | ? | -1%[56.1 µM] | ?
O=C(Nc1cccc(C(F)(F)F)c1)c1cc(Br)cc2c1OCC2 | -23% | 3% | 4%
CC(=O)c1ccc(NC(=O)C2=CC(c3cccs3)=NS(=O)(=O)N2C)cc1 | 16µM* | 6%&3% | ?
Nc1cccc(-c2cn3cc(C(F)(F)F)cc(Cl)c3n2)c1 | -16% | 3% | 1%
Cc1ccc(C)c(NC(=O)CSc2nnc(CNC(=O)c3cccs3)o2)c1 | 32%[activator] | 0% | -8%
Cc1cc(NC(=O)c2cccs2)ncc1NC(=O)c1cccc(F)c1 | -18% | -2% | ?
CS(=O)(=O)Nc1cccc(C2=NN(S(=O)(=O)c3ccccc3)C(c3cccs3)C2)c1 (stereo not given) | 3% | 0% | -6%
O=C(COc1ccc(Cl)cc1)NCCc1csc(-c2ccc(C(F)(F)F)cc2)n1 | 23µM* | -1% | ?
O=C1CCCCN1CCC(=O)N1CCCC(Nc2ccc(F)c(F)c2)C1 (stereo not given) | 9% | 1% | -2%
COc1ccccc1CC(O)CC1c2c(cc3c(c2OC)OCO3)CCN1C (stereo not given) | 10µM* | . | 12µM*
Cn1c(=O)[nH]c(=O)c2c1nc(CN1CCOCC1)n2CCCc1ccccc1 | -6% | 1% | -10%
CCC(C)NC(=O)COc1ccc(Br)c(C)c1 (stereo not given) | ? | 0% | ?
CCN1C(=O)/C(=C\c2ccco2)C(C(=O)OC)=C1C | -13% | -2% | 0%
COc1cccc(Oc2coc3cc(OC(=O)N4CCOCC4)ccc3c2=O)c1 | ? | 6% | ?
O=C(COc1ccccc1)Nc1ccc(OCc2cc(=O)n3ccsc3n2)cc1 | -12% | 6% | -10%
Cc1ccc(C(=O)CN2C(=O)NC3(CCCCCC3)C2=O)c(C)c1 | ? | . | -27%
CCn1c(-c2cccnc2Cl)nc2cc(Cl)c(Cl)cc21 | ? | 4% | 18µM*
O=C(Nc1cccc2ccccc12)OCc1cncs1 | -10% | -1% | -2%

# (continued)
# Each structure is followed by: DT40 TDP1 no CPT	TDP1 block	DT40 TDP1 CPT
NC(CO)C(O)c1ccc([N+](=O)[O-])cc1 (stereo not given)
  6%	6%	0%
CC(=O)N[C@@H]([C@@H](O)[C@H](O)[C@H](O)CO)[C@@H](O)CC(=O)C(=O)O
  -1%	.	15%
CCOC(=O)c1nn(-c2ccc(F)cc2)c(=O)cc1OCC(=O)Nc1cccc(C)c1
  ?	-11%	?
COc1ccccc1NC(=O)c1ccccc1S(=O)(=O)c1ccccc1[N+](=O)[O-]
  ?	5%	?
Cc1cc(C)c(NC(=O)c2ccc(S(=O)(=O)N(C)C)cc2)c(C)n1
  -15%	5%	-14%
CC1CCc2c(sc(NC(=O)CN3CCN(C(=O)c4ccco4)CC3)c2C#N)C1 (stereo not given)
  26µM*	0%	18µM*
CCOC(=O)[C@]12CCCC=C1N(Cc1ccc(Cl)cc1Cl)C(=O)[C@H](CC(=O)NCC1CCCCC1)C2
  ?	.	23µM*
Cc1ccc2oc(-c3ccccc3C(=O)O)cc(=O)c2c1
  1%	2%	11%
COc1cccc(NC(=O)CN(C)C(=O)COc2ccccc2Cc2ccccc2)c1
  29µM*	1%	?
COc1ccccc1OCc1nnc(SCC(N)=O)n1-c1ccccc1
  -2%	.	12%
CC(C)c1ccc(NC(=O)c2cc(-c3cc(F)ccc3OCC3CCCO3)n[nH]2)cc1 (stereo not given)
  ?	.	?
Cc1nnc(SCc2c(Cl)cccc2Cl)s1
  ?	4%	?
COc1ccc(Cl)cc1-c1nc(-c2ccncc2)no1
  -22%	5%	2%
Cc1nn(Cc2noc(C(=O)NC3CCC(C)CC3)n2)c(C)c1Br (stereo not given)
  ?	-3%	?
O=C(Cc1ccccc1)NC1CC(=O)N(c2ccccc2)C1 (stereo not given)
  6%	0%	14%
CC1CCCCC1NC(=O)c1c(O)nc2ccccn2c1=O (stereo not given)
  21µM*	6%	?
Cc1cc(C)c2nc(N3CCC(C(=O)N4CCN(c5ncccn5)CC4)CC3)sc2c1
  ?	7%	16µM*
COc1ccc(NC(=O)Nc2cccc3cccnc23)cc1
  -9%	2%	?
COc1ccc(OC)c(C2C(C(=O)c3sc(C)nc3C)=C(O)C(=O)N2CCN2CCOCC2)c1 (stereo not given)
  -11%	-1%	0%
CCOc1ccccc1NC(=O)C(=O)NCCc1sc2nc(-c3ccc(OC)cc3)nn2c1C
  ?	3%	?
CC(C)CNC(=O)COC(=O)c1cncc(Br)c1
  4%	5%	-20%
O=C(c1ccc(Cl)cc1)N1CCn2c1nc1ccccc12
  -2%	5%	-9%
Cc1ccccc1OCC(=O)OCC(=O)NCC1CCCCC1
  17%	-2%	0%
CCC1=C(OC(=O)N(CC)CC)N2C(=O)OC(=NCCOC)[C@]2(Cc2ccccc2)[C@H]2C1=CC[C@H]1C(=O)N(CC(=O)OC)C(=O)[C@H]12
  -27%	5%&0%	-29%

# In another format: three of the compounds above
O=C(c1ccc(Cl)cc1)N1CCn2c1nc1ccccc12
  DT40 TDP1 no CPT: -2% | TDP1 block: 5% | DT40 TDP1 CPT: -9%
Cc1ccccc1OCC(=O)OCC(=O)NCC1CCCCC1
  DT40 TDP1 no CPT: 17% | TDP1 block: -2% | DT40 TDP1 CPT: 0%
CCC1=C(OC(=O)N(CC)CC)N2C(=O)OC(=NCCOC)[C@]2(Cc2ccccc2)[C@H]2C1=CC[C@H]1C(=O)N(CC(=O)OC)C(=O)[C@H]12
  DT40 TDP1 no CPT: -27% | TDP1 block: 5%&0% | DT40 TDP1 CPT: -29%
